POLB inh – qHTS Assay for Inhibitors of DNA Polymerase Beta | Potency, µM (top dose mostly 114 µM), for the others: top-dose activity change, negative = inhibition, hits mostly inhibitors | P06746 | Pol beta primer extension/strand displacement, fluorescence kinetic | 340,000 compounds, 1.3% hits; note: potency is the fitted concentration of half-maximal effect; % is set by controls: 0 for no effect and ±100 for the full control effect
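Human Pol beta at 10 nM; strand-displacement substrate 50 nM final. Compound exposure 15 min at room temperature before start, reaction 10 min at room temperature.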
BLM inh – qHTS Assay for Inhibitors of Bloom's syndrome helicase (BLM) | recombinant BLM DNA unwinding, fluorescence dequenching | Potency, µM (doses to about 56.1 µM), for inactives: at the top dose activity change, negative = inhibition, actives largely listed as inhibitors | 350,000 compounds, 0.2% hits;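 note: potency is the fitted concentration of half-maximal effect; plate controls were vehicle for no effect and no enzyme for full effect; nearly all actives have a fitted effect of over 35% in size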
Pol eta inh – qHTS for Inhibitors of Polymerase Eta | DNA polymerase eta (Homo sapiens), Q9Y253 | recombinant Pol eta, fluorescent DNA replication assay | Potency, µM (top dose mostly 114 µM), without a hit: top-dose activity change, negative = inhibition, most hits filed as inhibitors | 390,000 compounds, 1.2% hits; note: potency is the fitted concentration of half-maximal effect; % is set by controls: 0 for no effect and ±100 for the full control effect
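Pol eta at 10 nM preincubated with compounds 15 min at room temperature; reaction started with fluorescent substrate (50 nM final) and read kinetically at 0 and 10 min.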
POLK inh – qHTS for Inhibitors of Polymerase Kappa | DNA polymerase kappa (Homo sapiens), Q9UBT6 | purified Pol kappa, fluorescent DNA synthesis assay, 10 min | Potency, µM (doses to about 107 µM), for the others: at the highest dose activity, negative = inhibition, usual class: inhibitors | 400,000 compounds, 0.53% hits; note: potency is the fitted concentration of half-maximal effect; % is set by controls: 0 for no effect and ±100 for the full control effect
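10 nM Pol kappa preincubated 15 min at room temperature with compounds, then reaction started with substrate at 50 nM final. Fluorescence read kinetically at 0 and 10 min; buffer-only wells served as negative control.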
APEX1 inh – qHTS Assay for Inhibitors of the Human Apurinic/apyrimidinic Endonuclease 1 (APE1); recombinant APE1, TAMRA/BHQ-2 abasic DNA cleavage fluorescence; Potency, µM (titrated, usually from 65.8 µM), for inactives: top-dose activity change, negative = inhibition, actives largely listed as inhibitors; 350,000 compounds, 0.35% hits; AID 2517, 2012;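 note: potency is the fitted concentration of half-maximal effect; plate controls were vehicle for no effect and reference inhibitor for full effect; nearly all actives have a fitted effect of over 55% in size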
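Quantitative HTS: incision of a TAMRA/BHQ-2 double-stranded substrate bearing a tetrahydrofuran abasic site by 0.75 nM APE1 raises fluorescence. Substrate 50 nM final, added after 15 min compound preincubation at room temperature; progress as third-minus-first kinetic read difference.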
Tb PGK inh – qHTS Assay to Find Inhibitors of Phosphoglycerate Kinase; Potency, µM (titrated, usually from 57.5 µM), without a hit: top-dose activity change, negative = inhibition, usual class: inhibitors; AID 602233, 2012; Phosphoglycerate kinase, glycosomal (Trypanosoma brucei brucei), P07378; PGK/GAPDH coupled, Kinase-Glo luminescence, 60 min; 380,000 compounds, 0.043% hits; note: potency is the fitted concentration of half-maximal effect; % is set by controls: 0 for no effect and ±100 for the full control effect; nearly all actives have a fitted effect of over 60% in size
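Recombinant glycosomal PGK reaction used 1,3-bisphosphoglycerate generated in-well by GAPDH (100nM final) in 100mM TEA pH 7.6, 5mM MgCl2, 0.01% Tween-20. After 60 minutes at room temperature, ATP was read by Kinase-Glo Plus luminescence end-point.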
Anesthetic bind – qHTS Assay for Identification of Novel General Anesthetics; AID 485281, 2010; 350,000 compounds, 0.074% hits; Ferritin light chain (Equus caballus), P02791; Potency, µM (doses to about 77.5 µM), for inactives: top-dose activity change, negative = displacement, most hits filed as inhibitors; apoferritin/1-aminoanthracene competitive binding, fluorescence; note: potency is the fitted concentration of half-maximal effect; % is set by controls: 0 for no effect and ±100 for the full control effect; nearly all actives have a fitted effect of over 20% in size
Target sequence (P02791 2-175 limits assumed): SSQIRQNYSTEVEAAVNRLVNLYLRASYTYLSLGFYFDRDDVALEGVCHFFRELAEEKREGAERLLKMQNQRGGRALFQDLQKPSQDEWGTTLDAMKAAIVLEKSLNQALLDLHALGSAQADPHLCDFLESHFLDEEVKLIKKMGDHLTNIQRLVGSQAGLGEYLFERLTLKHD
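Concentration-response curves derived by four-parameter Hill fitting of normalized fluorescence, where compounds displaced 1-AMA from 10 uM horse apoferritin following a brief 10 min room-temperature incubation; propofol titration acted as positive control.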
POLI inh – qHTS for Inhibitors of Polymerase Iota; DNA polymerase iota (Homo sapiens), Q9UNA4; Pol iota fluorescent replication assay, 10 min; Potency, µM (titrated, usually from 115 µM), inactives show at the top dose activity, negative = inhibition, hits mostly inhibitors; 390,000 compounds, 1% hits; AID 588590, 2011; note: potency is the fitted concentration of half-maximal effect
Target sequence (Q9UNA4 whole entry, looked up): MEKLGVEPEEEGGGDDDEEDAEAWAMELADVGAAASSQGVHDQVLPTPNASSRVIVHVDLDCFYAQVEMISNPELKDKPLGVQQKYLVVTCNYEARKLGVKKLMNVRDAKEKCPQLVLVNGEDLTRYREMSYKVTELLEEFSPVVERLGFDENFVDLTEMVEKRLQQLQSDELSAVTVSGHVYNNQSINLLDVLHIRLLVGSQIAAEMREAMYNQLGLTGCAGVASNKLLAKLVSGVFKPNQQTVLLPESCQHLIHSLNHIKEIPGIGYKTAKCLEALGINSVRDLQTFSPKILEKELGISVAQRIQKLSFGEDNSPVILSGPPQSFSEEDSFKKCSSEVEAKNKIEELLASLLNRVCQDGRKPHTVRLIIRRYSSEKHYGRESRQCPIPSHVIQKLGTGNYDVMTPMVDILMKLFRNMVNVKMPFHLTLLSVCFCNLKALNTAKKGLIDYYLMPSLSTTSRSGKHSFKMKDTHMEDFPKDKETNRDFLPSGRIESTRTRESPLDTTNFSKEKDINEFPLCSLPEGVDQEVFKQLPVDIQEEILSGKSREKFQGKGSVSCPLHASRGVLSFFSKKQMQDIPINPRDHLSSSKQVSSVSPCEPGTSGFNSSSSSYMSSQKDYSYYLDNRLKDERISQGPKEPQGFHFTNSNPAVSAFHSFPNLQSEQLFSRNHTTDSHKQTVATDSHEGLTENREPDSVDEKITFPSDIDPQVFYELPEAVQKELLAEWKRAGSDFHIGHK
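Pol iota at 10 nM preincubated 15 min with compounds at room temperature; reaction started with fluorescent substrate, 50 nM final. Fluorescence read kinetically at 0 and 10 min; buffer-only wells as negative control.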
RXFP1 antagonist – qHTS Assay for Antagonists of the Relaxin Receptor RXFP1; Relaxin receptor 1 (Homo sapiens), Q9HBX9; HEK293-RXFP1, relaxin-stimulated cAMP HTRF, 30 min; hits give low values; activity change, negative = inhibition, % at 57.5 µM; 350,000 compounds, 0.59% hits; AID 1259400, 2018;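 active = activity change of -60% or lower, but not beyond a set lower limit; inconclusive = change between -60% and -40%, or beyond the set limit; inactive = change above -40%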; note: % is set by controls: 0 for no effect and ±100 for the full control effect
An asterisk follows results filed as active; [ ] = remark or other dose. Unless noted, calls come from the whole dose curve; as a rule, active = well fitted curve in the direction sought with a large enough effect; inconclusive = small, poorly fitted or top-dose-only effect, or another doubt; inactive = no such curve, though single readings can be large; an effect the other way counts as inactive or inconclusive. Not all compounds are listed; the hit share may differ from the screen's.

Screening COc1ccc(C2CC(c3ccccc3)=NN2C(=O)CCCC(=O)O)cc1 (stereo not given) returned POLB inh 4%, BLM inh 2%, Pol eta inh 9%, POLK inh 6%, APEX1 inh -15%, Tb PGK inh -6%, Anesthetic bind -2%, POLI inh -9% and RXFP1 antagonist -1.
Cc1oc(-c2cccs2)nc1CSCC(=O)NC1CC1 was read as POLB inh 7%, BLM inh -2%, Pol eta inh -12%, POLK inh -10%, APEX1 inh -5%, Tb PGK inh -8%, Anesthetic bind -5%, POLI inh -4% and RXFP1 antagonist -4.
For O=C(OCc1ccc([N+](=O)[O-])cc1)C1CC(=O)N(Cc2ccccc2)C1 (stereo not given) the results were Pol eta inh -21%, POLK inh -12%, APEX1 inh -29%, Tb PGK inh -11%, POLI inh -14% and RXFP1 antagonist 1.
For Cc1cc(C)cc(NC(=O)c2cc(S(=O)(=O)NCc3ccco3)ccc2F)c1 the results were POLB inh inconclusive, BLM inh -9%, Pol eta inh -24%, POLK inh -17%, APEX1 inh -10%, Tb PGK inh -2%, Anesthetic bind inconclusive, POLI inh -10% and RXFP1 antagonist -8.
For Cc1cc(C(=O)Cn2ncc(Cl)c(Cl)c2=O)c(C)n1CC(F)(F)F the results were POLB inh -4%, BLM inh -5%, Pol eta inh 22µM*, POLK inh -31%, APEX1 inh -2%, Tb PGK inh -4%, Anesthetic bind inconclusive, POLI inh inconclusive and RXFP1 antagonist 5.
For CSc1ccccc1C(=O)NCC(c1ccco1)N1CCCCC1 (stereo not given) the results were POLB inh 13%, BLM inh -1%, Pol eta inh inconclusive, POLK inh -4%, APEX1 inh -1%, Tb PGK inh 2%, Anesthetic bind -10%, POLI inh 49%[activator] and RXFP1 antagonist -4.
S=C(NCC(c1cccnc1)N1CCOCC1)NC1CCCCC1 (stereo not given) was read as POLB inh 1%, BLM inh -3%, Pol eta inh -10%, POLK inh 1%, APEX1 inh 12%, Tb PGK inh 6%, Anesthetic bind -2%, POLI inh 0% and RXFP1 antagonist -4.
COc1cc(C(=O)Nc2cc3c(cc2N2CCCCC2)n(C)c(=O)n3C)cc(OC)c1OC was read as POLB inh -14%, BLM inh -4%, Pol eta inh -18%, POLK inh 13%, APEX1 inh -19%, Tb PGK inh 0%, Anesthetic bind 3%, POLI inh 57%[activator] and RXFP1 antagonist 5.
Screening O=S(=O)(c1ccc2ccccc2c1)N1CCN(C2Cc3ccccc3C2)CC1 returned POLB inh 19%, BLM inh 2%, Pol eta inh -22%, POLK inh -2%, APEX1 inh -8%, Tb PGK inh -3%, Anesthetic bind -7%, POLI inh 3% and RXFP1 antagonist 4.
For Cc1c(Cl)c([N+](=O)[O-])nn1Cc1ccc(C(=O)N/N=C\c2ccccn2)o1 the results were POLB inh -18%, BLM inh 2%, Pol eta inh -5%, POLK inh 1%, APEX1 inh -10%, Tb PGK inh 1%, Anesthetic bind inconclusive and POLI inh 1%.

The list goes on, overlapping the part above by four compounds.
S=C(NCC(c1cccnc1)N1CCOCC1)NC1CCCCC1 (stereo not given) was read as POLB inh 1%, BLM inh -3%, Pol eta inh -10%, POLK inh 1%, APEX1 inh 12%, Tb PGK inh 6%, Anesthetic bind -2%, POLI inh 0% and RXFP1 antagonist -4.
COc1cc(C(=O)Nc2cc3c(cc2N2CCCCC2)n(C)c(=O)n3C)cc(OC)c1OC was read as POLB inh -14%, BLM inh -4%, Pol eta inh -18%, POLK inh 13%, APEX1 inh -19%, Tb PGK inh 0%, Anesthetic bind 3%, POLI inh 57%[activator] and RXFP1 antagonist 5.
Screening O=S(=O)(c1ccc2ccccc2c1)N1CCN(C2Cc3ccccc3C2)CC1 returned POLB inh 19%, BLM inh 2%, Pol eta inh -22%, POLK inh -2%, APEX1 inh -8%, Tb PGK inh -3%, Anesthetic bind -7%, POLI inh 3% and RXFP1 antagonist 4.
For Cc1c(Cl)c([N+](=O)[O-])nn1Cc1ccc(C(=O)N/N=C\c2ccccn2)o1 the results were POLB inh -18%, BLM inh 2%, Pol eta inh -5%, POLK inh 1%, APEX1 inh -10%, Tb PGK inh 1%, Anesthetic bind inconclusive and POLI inh 1%.
For Cc1ccc(Nc2ncnc3c2cnn3C)cc1 the results were POLB inh 3%, BLM inh 1%, Pol eta inh 0%, POLK inh -9%, APEX1 inh 5%, Tb PGK inh 5%, Anesthetic bind -2%, POLI inh 4% and RXFP1 antagonist 2.
Cc1ccc(-c2c3c(=O)n(C)c(=O)n(C)c3c3c(-c4cccc(C)c4)nc4ccccc4n23)cc1 was read as POLB inh -8%, BLM inh -3%, Pol eta inh -13%, POLK inh -8%, Tb PGK inh inactive, Anesthetic bind 2%, POLI inh 78%[activator] and RXFP1 antagonist 0.
`COc1cccc2sc(N(C)c3ccccc3)nc12` gave POLB inh 2%, BLM inh 2%, Pol eta inh -10%, POLK inh -7%, APEX1 inh -7%, Tb PGK inh 3%, Anesthetic bind inconclusive, POLI inh 22% and RXFP1 antagonist -15.
Screening CCCCn1c(N)c(N(CCOC)C(=O)CSc2n[nH]c(-c3ccc(OC)cc3)n2)c(=O)[nH]c1=O returned POLB inh 0%, BLM inh 0%, Pol eta inh -17%, POLK inh -2%, APEX1 inh 16%, Tb PGK inh -2%, Anesthetic bind -3%, POLI inh 163%[activator] and RXFP1 antagonist -4.
Screening Cc1ccc2[nH]c(=O)c(CN(CCc3ccccc3)C(=O)N3CCOCC3)cc2c1 returned POLB inh 1%, BLM inh -1%, Pol eta inh 2%, POLK inh -13%, APEX1 inh 19%, Tb PGK inh -2%, Anesthetic bind -7%, POLI inh 3% and RXFP1 antagonist -9.
`COc1ccc(OC)c(NC(=O)CCC(=O)Nc2nnc(C(C)C)s2)c1` gave POLB inh -2%, BLM inh 1%, Pol eta inh -6%, POLK inh 3%, APEX1 inh 59%[activator], Tb PGK inh -2%, Anesthetic bind -5%, POLI inh 34% and RXFP1 antagonist -3.
O=S(=O)(NCCO)c1ccc2c(c1)Cc1cc(S(=O)(=O)NCCO)ccc1-2 was read as POLB inh 23%, BLM inh -4%, Pol eta inh -7%, POLK inh -10%, APEX1 inh -1%, Tb PGK inh -1%, Anesthetic bind 7%, POLI inh 124%[activator] and RXFP1 antagonist 6.
`CC[N+]1(CC)CC2=Cc3c(ccc4ccccc34)CC2C1` (stereo not given) gave POLB inh 4%, BLM inh 53%[activator], Pol eta inh -13%, POLK inh 3%, APEX1 inh 10%, Tb PGK inh 4%, Anesthetic bind -8%, POLI inh 4% and RXFP1 antagonist -3.
For COc1cccc(CNC(=O)CSc2n[nH]c(-c3ccccc3Cl)n2)c1 the results were POLB inh 25%, BLM inh -5%, Pol eta inh 8%, POLK inh -6%[60.1 µM], Tb PGK inh -6%, Anesthetic bind -13%, POLI inh -12% and RXFP1 antagonist -11.
Screening O=C1OC2(c3ccc(O)cc3Oc3cc(O)ccc32)c2ccccc21 returned BLM inh 35µM*, POLK inh 30µM*, APEX1 inh 28µM*, Anesthetic bind 850%[activator] and RXFP1 antagonist 27.
For CCOc1ccc(OCC)c(NC(=O)c2cc(CN3CCOCC3)on2)c1 the results were POLB inh 1%, BLM inh 2%, Pol eta inh -15%, POLK inh 0%, Tb PGK inh -10%, Anesthetic bind -3%, POLI inh 11% and RXFP1 antagonist -8.
Cc1ccccc1-c1noc(-c2cccnc2N2CCN(c3ccccc3)CC2)n1 was read as POLB inh 8%, BLM inh -3%, Pol eta inh -12%, POLK inh 4%, Tb PGK inh -10%, Anesthetic bind inconclusive and POLI inh 13%.
Screening Nc1nonc1-c1noc(-c2ccc(Br)o2)n1 returned POLB inh 47%, BLM inh -4%, Pol eta inh 7%, POLK inh -19%, APEX1 inh -5%, Tb PGK inh -1%, Anesthetic bind -8%, POLI inh 14% and RXFP1 antagonist 11.
Screening CC(C)(C)c1ccccc1OCCOCCSc1ncccn1 returned POLB inh 3%, BLM inh 1%, Pol eta inh -3%, POLK inh -16%, APEX1 inh inconclusive, Tb PGK inh -3%, Anesthetic bind -16%, POLI inh -2% and RXFP1 antagonist 9.
`CCOC(=O)c1ccc(NC(=S)N2CCCC2c2ccc(OC)c(OC)c2)cc1` (stereo not given) gave POLB inh 4%, BLM inh -5%, Pol eta inh -21%, POLK inh -2%, APEX1 inh -4%, Tb PGK inh 5%, Anesthetic bind -12%, POLI inh 7% and RXFP1 antagonist -6.
For O=C(/C=C/c1cccc([N+](=O)[O-])c1)NC1CC2CCC1C2 (stereo not given) the results were POLB inh 10%, BLM inh -2%, Pol eta inh -19%, POLK inh -9%, APEX1 inh 3%, Tb PGK inh -6%, Anesthetic bind -21%, POLI inh 3% and RXFP1 antagonist 4.
`NC(=O)c1nn(-c2ccccc2)nc1NC(=O)CSc1nnnn1-c1ccc(Cl)cc1` gave POLB inh 4%, BLM inh -6%, Pol eta inh -1%, POLK inh -8%, APEX1 inh 0%, Tb PGK inh 3%, Anesthetic bind -22%, POLI inh 6% and RXFP1 antagonist -6.
`Cc1occc1C(=O)Nc1c(Cl)cccc1Cl` gave POLB inh inconclusive, BLM inh -6%, Pol eta inh -20%, POLK inh -11%, APEX1 inh -14%, Tb PGK inh 1%, Anesthetic bind -8%, POLI inh 3% and RXFP1 antagonist 1.

Assay outcomes deposited in PubChem by National Center for Advancing Translational Sciences (NCATS).
